D2 agonist: D2 dopamine receptor (human) agonism; P14416; HEK293 T-REx D2 cells, calcium flux agonist mode; activation, % at 2 µM; actives 0.53% (n = 340,000);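 active means activation over 3 SD above normal in the single-dose calcium agonist read, cut at about 30% in these data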; further: 0% is about no effect
Target sequence (P14416 whole entry, looked up): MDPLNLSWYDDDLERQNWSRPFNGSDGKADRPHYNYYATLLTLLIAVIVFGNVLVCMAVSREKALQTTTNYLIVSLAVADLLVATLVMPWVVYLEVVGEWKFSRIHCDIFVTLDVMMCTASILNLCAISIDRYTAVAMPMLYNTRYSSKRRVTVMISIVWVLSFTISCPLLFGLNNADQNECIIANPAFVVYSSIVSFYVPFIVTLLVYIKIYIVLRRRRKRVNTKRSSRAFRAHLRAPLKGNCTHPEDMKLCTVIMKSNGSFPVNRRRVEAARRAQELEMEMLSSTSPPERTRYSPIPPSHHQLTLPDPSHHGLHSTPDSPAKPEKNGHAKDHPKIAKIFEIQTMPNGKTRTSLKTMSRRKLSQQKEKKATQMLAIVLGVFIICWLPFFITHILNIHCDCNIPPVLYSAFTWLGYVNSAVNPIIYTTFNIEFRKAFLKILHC
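In this primary screen, compounds producing a positive calcium signal within 180 s of addition to tetracycline-induced, force-coupled HEK293 Trex D2 cells are flagged; cells are dye-loaded with a no-wash calcium kit beforehand.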
ALOX12 inh: inhibitors of human 12S-lipoxygenase ALOX12. purified 12hLO, xylenol orange hydroperoxide absorbance. Potency, µM (series often up to 108 µM), inactives show at the highest dose activity change, negative = inhibition, usual class: inhibitors. actives 1.1% (n = 580,000); further: potency means the concentration at half of the fitted maximal effect; on the % scale 0 is the no-effect control and ±100 the full control effect
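Purified human 12hLO (150 nM final) in 25 mM Hepes, 0.01% Triton X-100, pH 7.0 was preincubated 15 min at room temperature with compound. Then 40 uM arachidonic acid was added, 30 min. Hydroperoxide was read by Fe-XO absorbance ratio 573/405 nm.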
LDHA inh: blocks human lactate dehydrogenase A. actives 0.15% (n = 480,000). AID 1347041. P00338. purified LDHA, NADH/diaphorase-resazurin fluorescence; hits give low values. activity change, % (values are at about 110 or 230 µM); in the data active means activity change below about -30%; inconclusive means mostly about -25% to -30%;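 further: plate controls were DMSO wells for no effect and wells without enzyme for full effect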
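LDH5 2 nM; NADH 0.06 mM, pyruvate 0.2 mM; 200 mM Tris pH 7.4, EDTA, Tween-20; 5 min RT. Detection: diaphorase 0.133 mg/mL + resazurin 37 µM, fluorescence ex540/em590 at 0 and 20 min; normalized to enzyme-free and DMSO wells.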
Vif-A3F inh: Vif-A3F binding inhibition. AID 602313. actives 0.2% (n = 390,000). Potency, µM (doses to about 46.1 µM), for the others: at the top dose activity, negative = active. HeLa A3F-eYFP + Vif (tagged APOBEC3F with the HIV-1 protein that degrades it), YFP fluorescence increase; further: potency means the concentration at half of the fitted maximal effect; % of control where 0% means no effect; nearly all actives have a fitted effect of over 65% in size
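HeLa cells stably expressing Vif plus C-terminally eYFP-tagged A3F were seeded, incubated overnight at 37 deg C, dosed with compound, incubated overnight again at 37 deg C. Yellow fluorescence (Ex 488/Em 500-530) reported blocked Vif-mediated A3F-eYFP degradation.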
GRP78 ERSR act: induces the endoplasmic reticulum stress response in human glioma cells | U87-MG GRP78 promoter luciferase reporter, 16 h | Potency, µM, without a hit: at the top dose activation, hits mostly activators | actives 0.02% (n = 420,000); further: potency means the concentration at half of the fitted maximal effect; series mostly up to about 76 µM; % of control where 0% means no effect; nearly all actives have a fitted effect of over 35% in size
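Stably transfected U87-MG human glioma cells carrying a GRP78-based luminescent sensor were seeded at 1000 cells/well, pin-dosed with compounds and incubated 16 h. Luciferase reagent was then added, and end-point luminescence was read after 10 min at room temperature.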
D2 antagonist: antagonists of human D2 dopamine receptor; HEK293 TREx D2 cells, calcium flux, dopamine EC80; inhibition, % at 10 µM; actives 2% (n = 340,000); AID 485344; in the data active means inhibition above about 30%; further: 0% is about no effect
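Measurement of antagonist activity uses fluorescent calcium dye in inducible HEK293 T-REx D2 cells: 10 s baseline, compound addition with 180 s read, EC80 dopamine addition with a further 180 s read.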
Vif-APOBEC3G blk: inhibitors of Vif-APOBEC3G interaction | Q9HC16 | AID 602310 | Potency, µM (highest dose often 46.1 µM), for inactives: at the highest dose activity, negative = active, most hits filed as inhibitors | HeLa A3G-eYFP + Vif (tagged APOBEC3G with the HIV-1 protein that degrades it), YFP fluorescence, overnight | actives 0.076% (n = 410,000);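 further: potency means the concentration at half of the fitted maximal effect; on the % scale 0 is the no-effect control and ±100 the full control effect; nearly all actives have a fitted effect of over 60% in size; hits raise eYFP signal because A3G escapes Vif-driven loss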
Target sequence (Q9HC16 whole entry, looked up): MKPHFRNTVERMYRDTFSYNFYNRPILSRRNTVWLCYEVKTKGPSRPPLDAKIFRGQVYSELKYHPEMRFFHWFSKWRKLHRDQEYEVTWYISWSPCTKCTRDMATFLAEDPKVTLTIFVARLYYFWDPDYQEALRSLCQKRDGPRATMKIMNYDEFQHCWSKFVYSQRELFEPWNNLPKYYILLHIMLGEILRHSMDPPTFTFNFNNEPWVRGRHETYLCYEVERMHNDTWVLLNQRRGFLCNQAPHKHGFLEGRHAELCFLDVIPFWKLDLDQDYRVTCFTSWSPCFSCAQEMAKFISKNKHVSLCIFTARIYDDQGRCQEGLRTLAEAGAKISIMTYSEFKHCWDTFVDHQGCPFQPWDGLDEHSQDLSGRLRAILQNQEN
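HeLa cells stably expressing Vif and C-terminally eYFP-tagged A3G, seeded overnight at 37 deg C, then exposed to compound by pintool overnight at 37 deg C. Rise in yellow fluorescence (Ex 488/Em 500-530, Acumen) marks blocked Vif-driven A3G degradation.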
ERG-DNA inh: blocks human ERG Ets domain binding to DNA | fluorescence polarization, His-ERG Ets domain / labelled DNA | Potency, µM (series often up to 76.9 µM), for inactives: at the highest dose FP activity, negative = inhibition, hits mostly inhibitors | actives 0.028% (n = 370,000) | AID 624246; active means well fitted inhibition curve with a large enough effect in the polarisation, with a control signal flat; inconclusive means small, poorly fitted or top-dose-only effect, or effect the other way, or a change in a side signal; inactive means no such curve, though single readings can be large or run the other way; the % refers to the polarisation;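 further: polarization taken with two DNA probes labelled with fluorescein and Texas red; potency means the concentration at half of the fitted maximal effect; % of control where 0% means no effect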
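His-tagged ERG Ets domain (1 uM in the protein solution; 300mM KCl, 50mM Tris-HCl, 1mM EDTA, 1mM DTT, pH 7.5) received compound, then a probe mix of 5 nM fluorescein-DNA and 100nM Texas-615-DNA. Fluorescence polarization was read for both dyes.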
RGS4 inhibitor: blocks human RGS4-accelerated GTP hydrolysis; P49798; Transcreener GDP fluorescence polarization, RGS4-accelerated GTP hydrolysis; Potency, µM (series often up to 114 µM), for inactives: at the top dose activity change, negative = inhibition, hits mostly inhibitors; actives 0.039% (n = 390,000); further: potency means the concentration at half of the fitted maximal effect; on the % scale 0 is the no-effect control and ±100 the full control effect; nearly all actives have a fitted effect of over 75% in size; some results filed as inactive show a strong effect at the top dose
Target sequence (P49798 whole entry, looked up): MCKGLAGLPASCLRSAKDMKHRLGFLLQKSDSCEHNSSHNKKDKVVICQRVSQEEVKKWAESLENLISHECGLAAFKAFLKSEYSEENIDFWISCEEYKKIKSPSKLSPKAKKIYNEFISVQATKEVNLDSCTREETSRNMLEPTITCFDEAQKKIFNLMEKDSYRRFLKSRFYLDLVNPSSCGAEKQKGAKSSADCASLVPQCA
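MLSMR compounds (23 nl, pin-transferred) preincubated 10 min at room temperature with a 500nM (2x) first reagent, then RGS4 at 900nM (2x) plus Transcreener GDP mix added; fluorescence polarization (620/688 nm) read before and after 90 min at 30 °C.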
Active calls of the source: *; & = joins results of further samples; [ ] = dose if it differs, or a comment. Unless noted, the call rests on the fitted dose curve; in most records, active means well fitted curve in the direction sought with a large enough effect; inconclusive means small, poorly fitted or top-dose-only effect, or another doubt; inactive means no such curve, though single readings can be large; an effect the other way counts as inactive or inconclusive. Only part of the results is shown (hit frequency here may not be typical).

How did COCCNS(=O)(=O)c1cc(C)c(C)cc1C do in these assays?
D2 agonist: 1.5; ALOX12 inh: -12%; LDHA inh: -3; Vif-A3F inh: 0%; GRP78 ERSR act: -3%; D2 antagonist: 11; Vif-APOBEC3G blk: -1%; ERG-DNA inh: 7%; RGS4 inhibitor: -28%

Results for CCCOc1ccc(Cc2c(O)nc(SC)[nH]c2=O)cc1 ?
D2 agonist: -0.1; ALOX12 inh: -13%; LDHA inh: -8; Vif-A3F inh: 12%; GRP78 ERSR act: -6%; D2 antagonist: -15; Vif-APOBEC3G blk: 0%; ERG-DNA inh: 1%; RGS4 inhibitor: -1%

How did Cc1cc(COc2ccccc2OCCN2CCN(C)CC2)no1 do in these assays?
D2 agonist: -0.1; ALOX12 inh: 91%[activator]; LDHA inh: -7; Vif-A3F inh: -9%; GRP78 ERSR act: 1%; D2 antagonist: 11; Vif-APOBEC3G blk: -1%; ERG-DNA inh: 4%; RGS4 inhibitor: 13%

How did O=C(NCC1(c2ccccc2)CCCC1)c1ccccc1Br do in these assays?
D2 agonist: -1.5; ALOX12 inh: -8%; LDHA inh: -7; Vif-A3F inh: 3%; GRP78 ERSR act: -3%; D2 antagonist: -3; Vif-APOBEC3G blk: 1%; ERG-DNA inh: -6%; RGS4 inhibitor: -6%

How did Cc1cccc(Nc2nc(-c3ccncc3)cs2)c1 do in these assays?
D2 agonist: -1.7; ALOX12 inh: -18%; LDHA inh: -2; Vif-A3F inh: -2%; GRP78 ERSR act: 5%; D2 antagonist: -2; Vif-APOBEC3G blk: -18%; ERG-DNA inh: 10%; RGS4 inhibitor: -11%

How did CC(=O)N(CC(=O)N(CC(=O)O)c1ccc(Cl)cc1)c1ccc(Cl)cc1 do in these assays?
ALOX12 inh: -8%; LDHA inh: -7; Vif-A3F inh: 0%; GRP78 ERSR act: -4%; Vif-APOBEC3G blk: 1%; ERG-DNA inh: 3%; RGS4 inhibitor: 1%

Results for Cc1ccc(S(=O)(=O)CCC(=O)OCC(=O)N2CCc3ccccc32)cc1 ?
D2 agonist: -1.7; ALOX12 inh: 0%; LDHA inh: -12; Vif-A3F inh: -12%; GRP78 ERSR act: -4%; D2 antagonist: -1; Vif-APOBEC3G blk: -1%; ERG-DNA inh: -6%; RGS4 inhibitor: 3%

Results for Clc1ccccc1Oc1cnc2ccccc2n1 ?
D2 agonist: -1.7; ALOX12 inh: 0%; LDHA inh: -10; Vif-A3F inh: 6%; GRP78 ERSR act: 1%; D2 antagonist: -10; Vif-APOBEC3G blk: 0%; ERG-DNA inh: 1%; RGS4 inhibitor: -13%

Results for COc1ccc(NC(=O)c2ccc(CNc3c(NC4CCCCC4)c(=O)c3=O)cc2)c(OC)c1 ?
D2 agonist: 0.3; ALOX12 inh: -24%&-14%; LDHA inh: -2&-2; Vif-A3F inh: 4%&-3%; GRP78 ERSR act: -5%&-6%; D2 antagonist: -10; Vif-APOBEC3G blk: 1%&-1%; ERG-DNA inh: 2%&-8%; RGS4 inhibitor: -34%&-23%

How did CCOC(=O)COc1cc(Br)c(C2NC(=O)NC(C)=C2C(C)=O)cc1OCC (stereo not given) do in these assays?
ALOX12 inh: 14%; LDHA inh: -2; Vif-A3F inh: 12%; GRP78 ERSR act: -3%; Vif-APOBEC3G blk: -11%; ERG-DNA inh: -5%; RGS4 inhibitor: -38%

How did COc1ccc(S(=O)(=O)N2CCCCCC2)cc1C(=O)NCCc1ccccc1 do in these assays?
D2 agonist: -0.1; ALOX12 inh: 235%[activator]; LDHA inh: -6; Vif-A3F inh: 4%; GRP78 ERSR act: 3%; D2 antagonist: -10; Vif-APOBEC3G blk: -6%; ERG-DNA inh: 1%; RGS4 inhibitor: 22%

How did Cc1ccc(C(=O)COC(=O)C(Cc2c[nH]c3ccccc23)NC(=O)c2ccc(C(C)(C)C)cc2)cc1 (stereo not given) do in these assays?
D2 agonist: -0.3; ALOX12 inh: inconclusive; LDHA inh: 0; Vif-A3F inh: -2%; GRP78 ERSR act: -2%; Vif-APOBEC3G blk: -1%; ERG-DNA inh: -1%; RGS4 inhibitor: -8%

What do the screens show for `N#Cc1c(-c2ccccc2)cc(-c2ccccc2)[nH]c1=O`?
D2 agonist: 2.4; ALOX12 inh: 0%; LDHA inh: 0; Vif-A3F inh: -1%; GRP78 ERSR act: -4%; D2 antagonist: -14; Vif-APOBEC3G blk: 0%; ERG-DNA inh: 10%; RGS4 inhibitor: -19%

How did CCCCCn1c(SCCC(C)C)nc2c1c(=O)[nH]c(=O)n2C do in these assays?
D2 agonist: -1.2; ALOX12 inh: inconclusive; LDHA inh: 2; Vif-A3F inh: -14%; GRP78 ERSR act: -3%; D2 antagonist: 8; Vif-APOBEC3G blk: 0%; ERG-DNA inh: -2%; RGS4 inhibitor: -23%[11.4 µM]

Results for O=C(Nc1ccccc1)c1ccc(-n2nncc2-c2ccccc2)cc1 ?
LDHA inh: -19; GRP78 ERSR act: -2%; Vif-APOBEC3G blk: 0%; RGS4 inhibitor: 5%

How did CCCn1c(N)c(C(=O)CSc2nnc(C3CC3)n2Cc2ccccc2)c(=O)n(C)c1=O do in these assays?
D2 agonist: 0.0; ALOX12 inh: inconclusive; LDHA inh: -2; Vif-A3F inh: 2%; GRP78 ERSR act: -6%; D2 antagonist: -2; Vif-APOBEC3G blk: -2%; ERG-DNA inh: -1%; RGS4 inhibitor: -6%

How did Nc1nnc(CC(=O)N/N=C/c2cccc([N+](=O)[O-])c2)s1 do in these assays?
D2 agonist: -0.2; ALOX12 inh: -3%; LDHA inh: 1; Vif-A3F inh: -1%; GRP78 ERSR act: -3%; D2 antagonist: 23; Vif-APOBEC3G blk: 1%; ERG-DNA inh: -4%; RGS4 inhibitor: -25%

How did Cc1ccc(NC(=O)c2cc(S(=O)(=O)NCC3CCCO3)ccc2F)cc1 (stereo not given) do in these assays?
ALOX12 inh: 13%; LDHA inh: -1; Vif-A3F inh: 0%; GRP78 ERSR act: -4%; Vif-APOBEC3G blk: 0%

What do the screens show for `CCOc1cc(N2CCOCC2)c(OCC)cc1NC(=O)CN1C(=O)NC2(CCc3ccccc32)C1=O` (stereo not given)?
D2 agonist: 0.5; ALOX12 inh: 6%; LDHA inh: 7; Vif-A3F inh: 2%; GRP78 ERSR act: -3%; D2 antagonist: -3; Vif-APOBEC3G blk: 0%; ERG-DNA inh: 0%; RGS4 inhibitor: 4%

How did Cc1nnc(SCC2CCCO2)n1-c1ccccc1 (stereo not given) do in these assays?
D2 agonist: -1.3; ALOX12 inh: -7%; LDHA inh: -10; Vif-A3F inh: -4%; GRP78 ERSR act: 3%; D2 antagonist: -9; Vif-APOBEC3G blk: -3%; ERG-DNA inh: -6%; RGS4 inhibitor: 20%

Results for CN(C)c1ncnc2c1ncn2[C@H]1CN(Cc2ccncc2)C[C@@H](CO)O1 ?
ALOX12 inh: -7%; LDHA inh: -4; GRP78 ERSR act: -7%; Vif-APOBEC3G blk: -2%

Results for CC1=NN(C(C#N)c2ccccc2O)C(C)(C)C1 (stereo not given) ?
D2 agonist: 0.0; ALOX12 inh: 10%; LDHA inh: -5; Vif-A3F inh: -9%; GRP78 ERSR act: -1%; D2 antagonist: 1; Vif-APOBEC3G blk: 1%; ERG-DNA inh: -1%; RGS4 inhibitor: 9%

What do the screens show for `Cc1cccc(Nc2nnc(-c3ccc(C)c(S(=O)(=O)N4CCOCC4)c3)c3ccccc23)c1`?
D2 agonist: -0.3; ALOX12 inh: -9%; LDHA inh: -7; Vif-A3F inh: -8%; GRP78 ERSR act: -2%; Vif-APOBEC3G blk: -1%; ERG-DNA inh: 2%; RGS4 inhibitor: 11%

How did COc1cccc(/C(C)=N/Nc2ccc(S(=O)(=O)N3CCCCC3)cn2)c1 do in these assays?
D2 agonist: 0.4; ALOX12 inh: 14%; LDHA inh: 2; Vif-A3F inh: -6%; GRP78 ERSR act: 1%; D2 antagonist: 10; Vif-APOBEC3G blk: -2%; ERG-DNA inh: 1%; RGS4 inhibitor: -3%

Results for COc1ccc(CNC(=O)[C@H](C)NC(=O)N2CCn3c2nc2ccccc23)cc1 ?
D2 agonist: -0.3; ALOX12 inh: 13%; LDHA inh: -9; Vif-A3F inh: 10%; GRP78 ERSR act: -1%; D2 antagonist: -8; Vif-APOBEC3G blk: -1%; ERG-DNA inh: 1%; RGS4 inhibitor: 35%

Results for Cc1ccc(OCC(=O)NCCNC(=O)c2ccc(C)nc2)cc1 ?
D2 agonist: -3.0; ALOX12 inh: 4%; LDHA inh: -7; Vif-A3F inh: 1%; GRP78 ERSR act: -1%; D2 antagonist: 15; Vif-APOBEC3G blk: 5%; ERG-DNA inh: 4%; RGS4 inhibitor: 19%

Results for Cc1cc(NC(=O)CSc2ncc(C(=O)Nc3ccc(F)cc3)c(=O)n2C)no1 ?
D2 agonist: 0.6; ALOX12 inh: 1%; LDHA inh: -4; Vif-A3F inh: -10%; GRP78 ERSR act: 0%; Vif-APOBEC3G blk: 7%; ERG-DNA inh: -1%; RGS4 inhibitor: 14%

Assay outcomes (PubChem BioAssay)
